GRP78 ERSR act: inducers of ER stress response in human glioma cells. Potency, µM, without a hit: top-dose activation, hits mostly activators. 420,000 compounds, 0.02% hits. U87-MG GRP78 promoter luciferase reporter, 16 h; further: potency means the concentration at half of the fitted maximal effect; series mostly up to about 76 µM; % of control where 0% means no effect; nearly all actives have a fitted effect of over 35% in size
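Stably transfected U87-MG glioma cells carrying a GRP78-based luciferase sensor; 16 h compound incubation. Luminescence end-point read 10 min after Bright-Glo addition at room temperature.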
POLB inh: blocks human DNA polymerase beta activity | P06746 | Potency, µM (highest dose often 114 µM), inactives show at the highest dose activity change, negative = inhibition, most hits filed as inhibitors | 340,000 compounds, 1.3% hits | Pol beta primer extension/strand displacement, fluorescence kinetic; further: potency means the concentration at half of the fitted maximal effect; on the % scale 0 is the no-effect control and ±100 the full control effect
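Curves were derived by four-parameter Hill fits of normalized qHTS data. The kinetic fluorescent primer-extension read was taken at 0 and 10 min after 50 nM substrate, following a 15 min room-temperature preincubation of 10 nM enzyme with compounds.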
Apoferritin bind: candidate novel general anesthetic via apoferritin binding; P02791; apoferritin/1-aminoanthracene competitive binding, fluorescence; Potency, µM (highest dose often 77.5 µM), without a hit: at the highest dose activity change, negative = displacement, actives largely listed as inhibitors; 350,000 compounds, 0.074% hits; AID 485281; further: potency means the concentration at half of the fitted maximal effect; on the % scale 0 is the no-effect control and ±100 the full control effect; nearly all actives have a fitted effect of over 20% in size
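Apoferritin-based anesthetic binding model; compound displacement of fluorescent 1-AMA measured as endpoint fluorescence after 10 minutes at room temperature, scaled to free-ligand and complex controls.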
POLK inh: DNA polymerase kappa (human) inhibition; Q9UBT6; purified Pol kappa, fluorescent DNA synthesis assay, 10 min; Potency, µM (highest dose often 107 µM), for inactives: at the highest dose activity, negative = inhibition, most hits filed as inhibitors; 400,000 compounds, 0.53% hits; further: potency means the concentration at half of the fitted maximal effect; on the % scale 0 is the no-effect control and ±100 the full control effect
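First, compounds were pin-transferred onto 10 nM Pol kappa. After 15 min at room temperature, substrate was added to 50 nM final. Fluorescence was then measured kinetically at 0 and 10 min.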
POLH inh: inhibitors of human DNA polymerase eta. Q9Y253. recombinant Pol eta, fluorescent DNA replication assay. Potency, µM (titrated, usually from 114 µM), for inactives: at the highest dose activity change, negative = inhibition, most hits filed as inhibitors. 390,000 compounds, 1.2% hits. AID 588591; further: potency means the concentration at half of the fitted maximal effect; on the % scale 0 is the no-effect control and ±100 the full control effect
Target sequence (Q9Y253 whole entry, looked up): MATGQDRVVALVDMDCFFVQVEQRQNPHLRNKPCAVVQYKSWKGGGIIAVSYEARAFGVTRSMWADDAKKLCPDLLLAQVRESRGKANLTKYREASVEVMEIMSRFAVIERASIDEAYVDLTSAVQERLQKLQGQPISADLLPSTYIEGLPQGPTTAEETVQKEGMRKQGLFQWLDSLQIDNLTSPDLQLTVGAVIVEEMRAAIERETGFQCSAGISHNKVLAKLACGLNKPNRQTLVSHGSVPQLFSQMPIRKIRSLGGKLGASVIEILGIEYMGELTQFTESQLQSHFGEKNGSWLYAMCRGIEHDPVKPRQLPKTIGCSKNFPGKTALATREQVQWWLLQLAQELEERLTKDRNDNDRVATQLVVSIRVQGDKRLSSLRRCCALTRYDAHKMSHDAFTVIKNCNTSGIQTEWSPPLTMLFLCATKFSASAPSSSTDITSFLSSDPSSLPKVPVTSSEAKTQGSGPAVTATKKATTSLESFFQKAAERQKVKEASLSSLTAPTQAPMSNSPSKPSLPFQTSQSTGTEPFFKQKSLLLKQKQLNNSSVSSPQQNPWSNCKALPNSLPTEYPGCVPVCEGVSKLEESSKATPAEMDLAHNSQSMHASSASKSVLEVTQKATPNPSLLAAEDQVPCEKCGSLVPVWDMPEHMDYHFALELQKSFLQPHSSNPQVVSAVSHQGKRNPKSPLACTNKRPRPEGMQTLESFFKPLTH
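Fluorescent replication assay: 50 nM final substrate added after a 15 min room-temperature compound preincubation with 10 nM enzyme. Signal taken at 0 min and again at 10 min.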
Pol iota inh: DNA polymerase iota (human) inhibition. Pol iota fluorescent replication assay, 10 min. Potency, µM (series often up to 115 µM), for the others: at the top dose activity, negative = inhibition, most hits filed as inhibitors. AID 588590. 390,000 compounds, 1% hits; further: potency means the concentration at half of the fitted maximal effect
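Fluorescent replication assay read twice, at 0 min and 10 min after adding 50 nM (final) substrate. Enzyme (10 nM) and compounds were first incubated 15 min at room temperature; enzyme-free buffer wells were negative controls.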
BLM inh: inhibitors of human Bloom syndrome helicase BLM; Potency, µM (doses to about 56.1 µM), for the others: at the highest dose activity change, negative = inhibition, usual class: inhibitors; P54132; 350,000 compounds, 0.2% hits; AID 2528; recombinant BLM DNA unwinding, fluorescence dequenching;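 further: potency means the concentration at half of the fitted maximal effect; plate controls were vehicle for no effect and no enzyme for full effect; nearly all actives have a fitted effect of over 35% in size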
LDHA inh: LDHA (human) enzyme inhibition | activity change, % (values are at about 110 or 230 µM) | purified LDHA, NADH/diaphorase-resazurin fluorescence; stronger effect = lower value | 480,000 compounds, 0.15% hits | P00338; in the data active means activity change below about -30%; inconclusive means mostly about -25% to -30%;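 further: plate controls were DMSO wells for no effect and wells without enzyme for full effect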
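Human LDH5 (2 nM) was incubated with 0.06 mM NADH and 0.2 mM pyruvate for 5 min at room temperature in Tris pH 7.4. Remaining NADH was coupled through diaphorase/resazurin, and resorufin fluorescence was read at 0 and 20 min.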
APEX1 inh: inhibitors of human APE1 endonuclease | recombinant APE1, TAMRA/BHQ-2 abasic DNA cleavage fluorescence | Potency, µM (titrated, usually from 65.8 µM), for inactives: at the highest dose activity change, negative = inhibition, hits mostly inhibitors | 350,000 compounds, 0.35% hits | AID 2517;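 further: potency means the concentration at half of the fitted maximal effect; plate controls were vehicle for no effect and reference inhibitor for full effect; nearly all actives have a fitted effect of over 55% in size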
Target sequence (P27695 whole entry, looked up): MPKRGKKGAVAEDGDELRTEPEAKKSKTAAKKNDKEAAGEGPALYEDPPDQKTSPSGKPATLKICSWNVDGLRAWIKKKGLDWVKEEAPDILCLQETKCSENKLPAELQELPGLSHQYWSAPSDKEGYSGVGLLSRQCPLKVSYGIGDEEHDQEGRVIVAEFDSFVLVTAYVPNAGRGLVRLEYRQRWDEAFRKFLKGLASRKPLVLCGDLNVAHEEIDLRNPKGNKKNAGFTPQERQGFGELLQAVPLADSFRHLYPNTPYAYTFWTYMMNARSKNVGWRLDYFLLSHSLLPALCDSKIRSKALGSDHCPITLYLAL
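Substrate: short duplex with […] THF abasic site, 5'-TAMRA and 3'-BHQ-2, 50 nM final. APE1 at 0.75 nM, preincubated 15 min RT with compound. Fluorescence increase from first to third read measured activity.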
Active calls of the source: *; ? = inconclusive; . = no result given; & = joins results of further samples; [ ] = dose if it differs, or a comment. Unless noted, the call rests on the fitted dose curve; in most records, active means well fitted curve in the direction sought with a large enough effect; inconclusive means small, poorly fitted or top-dose-only effect, or another doubt; inactive means no such curve, though single readings can be large; an effect the other way counts as inactive or inconclusive. This is a subset; count on the stated rates, not on these rows.

SMILES	GRP78 ERSR act	POLB inh	Apoferritin bind	POLK inh	POLH inh	Pol iota inh	BLM inh	LDHA inh	APEX1 inh
Nc1nn(-c2ccccc2)c(N)c1N=Nc1ccccc1	0%	-21%	-11%	1%	-9%	?	-3%	3	-6%
Cc1ccc(C2=N/C(=C\c3cccc(F)c3)C(=O)O2)cc1	-2%	43%	-6%	-4%	1%	9%	-3%	-6	3%
Cc1ccc(NC(=O)CC(c2ccc(F)cc2)N2Cc3ccccc3C2=O)cc1C (stereo unspecified)	-3%	24%	-16%	1%	-3%	-19%	-4%	-10	.
N#CCc1cc2ccc3cccc4ccc(c1)c2c34	0%	-13%	60%[activator]	-7%	-21%	32%	1%	-4	-7%
CCOc1ccc2nc(NC(=O)C(CCSC)NS(=O)(=O)c3cccs3)sc2c1 (stereo unspecified)	-3%	4%	5%	0%	-8%	2%	-5%	5	3%
Cc1cccc(NC(=O)C2CC2c2ccccc2)c1C (stereo unspecified)	6%	27%	-9%	-8%	-12%	-14%	-3%	-9	-5%
Cc1cccc(COc2ccc(/C=N/NC(=O)c3nnn(-c4nonc4N)c3CN3CCCCC3)cc2)c1	-1%	0%	-12%	8%	-24%	31%[activator]	-10%	-3	-1%
N#CC(C(=O)Nc1cccc(Cl)c1)=C1Nc2ccccc2N1	-4%	13%	1%	-21%	?	2%	-7%	-4	14%
CCCC(C(=O)Nc1cccc(S(=O)(=O)N2CCCC2)c1)c1ccccc1 (stereo unspecified)	-4%	.	.	-17%	-18%	-1%	.	-4	-19%
CCOc1ccc(Br)cc1S(=O)(=O)Nc1ccc(Cl)c(S(=O)(=O)N(C)C)c1	-2%	2%[57.1 µM]	-10%	-5%	-15%	13%	0%	-1	-3%
Cc1ccc(OCc2n[nH]c(=S)n2Cc2ccccc2)cc1	-5%	-17%	-5%	1%	-19%	171%[activator]	-5%	-5	3%
CCOc1cc(CNCCO)cc(Br)c1OCc1cccs1	-5%	-1%	-14%	-12%	-17%	14%	23%	5	3%
CCC(Sc1nc(N)c(NC(=O)c2ccco2)c(=O)[nH]1)C(=O)O (stereo unspecified)	-2%	-3%	-7%	-7%	-15%	1%	-1%	-2	1%
O=C1CCN(S(=O)(=O)c2ccc(Cl)cc2)N1	2%	-19%	-8%	-11%	-2%	17%	1%	3	-2%
O=C(Nc1ccc(Br)cc1Br)c1cccc2c1C(=O)N(C1CCCCC1)C2	-5%	18%	-17%	0%	-11%	40%[activator]	-4%	-2	-12%
COc1ccc(C)cc1-n1c(SCC(=O)NCc2ccco2)nc2c([nH]c3ccccc32)c1=O	2%	16%	-7%	-6%[60.1 µM]	7%	7%	-4%	6	.
O=C(NN=C1CCCCCCCCCCC1)c1cccc(S(=O)(=O)N2CCOCC2)c1	-2%	-26%	-11%	-14%	-23%	21%	3%	-2	-10%
CCCCNC(=S)N1CCN(Cc2ccc3c(c2)OCO3)CC1	-2%	-1%	-13%	6%	-20%	87%[activator]	1%	-16	-4%
O=C1OC(CC(=O)N(Cc2nnc(-c3ccccc3Cl)o2)C2CC2)c2ccccc21 (stereo unspecified)	-2%	.	.	-4%	-6%	-2%	.	-3	31%[activator]
Cc1nc2cc(NC(=O)COc3ccc(C#N)cc3)ccc2n1-c1ccccc1	-5%	-2%	?	-15%	-2%	16%	-1%	-14	-6%
c1ccc(-c2nc[nH]c2-c2ccccc2)cc1	-4%&-3%	?	-1%&-14%	0%[19.4 µM]	-13%	11%	-3%&1%&6%	4	-4%&-3%
O=C(O)Cc1ccc(NS(=O)(=O)c2c(Cl)cccc2Cl)cc1	-4%	23%	-6%	6%	-14%	9%	1%	-2	2%
COc1ccc(NC(=S)NC(=O)c2cccnc2)cc1	3%	5%	-3%	-8%	2%	3%	-1%	-8	19%
CC(C)CC1C2C(=O)N(c3ccccc3)C(=O)C2ON1c1ccccc1 (stereo unspecified)	0%	1%	-9%	7%	-5%	19%	0%	1	?
CCC(C)(C)n1nnnc1C(c1ccc(OC)cc1)N1CCN(C(=O)c2ccco2)CC1 (stereo unspecified)	-1%	-5%	-12%	1%	-17%	137%[activator]	1%	-6	-2%
C#CCn1c(=NC(=O)c2sc3ccccc3c2Cl)sc2cc(S(N)(=O)=O)ccc21	2%	-24%	-20%	-6%	-16%	-20%	-8%	-12	-4%
Cc1ccc(-c2nn3c(C)nnc3s2)cc1NCc1c(F)cccc1Cl	-1%	5%	-9%	-9%[60.1 µM]	-11%	-2%	-1%	-8	-2%
O=C(NCCc1ccccc1)C1CCC(=O)N1CCc1ccccc1 (stereo unspecified)	-4%	49%	-6%	0%	-7%	17%	-4%	-6	19%
Cc1ccc2cc(CCNC(=O)c3cccs3)c(=O)[nH]c2c1	-1%	-16%	-8%	-5%	5%	2%	2%	-5	1%
COc1ccc(/C=N/NC(=O)COc2ccc(Cl)cc2Cl)cc1Cn1nc(C)cc1C	?	-28%	-9%	-12%	-4%	-7%	2%	-7	4%

Seven neighbouring compounds out of the list so far, quoted:
SMILES	GRP78 ERSR act	POLB inh	Apoferritin bind	POLK inh	POLH inh	Pol iota inh	BLM inh	LDHA inh	APEX1 inh
CC(C)CC1C2C(=O)N(c3ccccc3)C(=O)C2ON1c1ccccc1 (stereo unspecified)	0%	1%	-9%	7%	-5%	19%	0%	1	?
CCC(C)(C)n1nnnc1C(c1ccc(OC)cc1)N1CCN(C(=O)c2ccco2)CC1 (stereo unspecified)	-1%	-5%	-12%	1%	-17%	137%[activator]	1%	-6	-2%
C#CCn1c(=NC(=O)c2sc3ccccc3c2Cl)sc2cc(S(N)(=O)=O)ccc21	2%	-24%	-20%	-6%	-16%	-20%	-8%	-12	-4%
Cc1ccc(-c2nn3c(C)nnc3s2)cc1NCc1c(F)cccc1Cl	-1%	5%	-9%	-9%[60.1 µM]	-11%	-2%	-1%	-8	-2%
O=C(NCCc1ccccc1)C1CCC(=O)N1CCc1ccccc1 (stereo unspecified)	-4%	49%	-6%	0%	-7%	17%	-4%	-6	19%
Cc1ccc2cc(CCNC(=O)c3cccs3)c(=O)[nH]c2c1	-1%	-16%	-8%	-5%	5%	2%	2%	-5	1%
COc1ccc(/C=N/NC(=O)COc2ccc(Cl)cc2Cl)cc1Cn1nc(C)cc1C	?	-28%	-9%	-12%	-4%	-7%	2%	-7	4%

The results go on:
SMILES	GRP78 ERSR act	POLB inh	Apoferritin bind	POLK inh	POLH inh	Pol iota inh	BLM inh	LDHA inh	APEX1 inh
Cc1cccc(N(C(=O)CNC(=O)c2ccco2)C(C(=O)NCC2CCCO2)c2ccccc2)c1 (stereo unspecified)	-6%	-1%	-8%	-5%	-2%	62%[activator]	-1%	-6	-13%
Cc1ccc(C(=O)Oc2cccc(NC(=O)c3cccs3)c2)cc1S(=O)(=O)N1CCOCC1	4%	1%	-12%	-12%	-13%	-13%	-7%	-3	14%
O=C(COC(=O)c1ccc([N+](=O)[O-])cc1)Nc1ccc(Cl)cn1	-2%	.	.	-7%	-15%	15%	.	-3	32%
Cc1ccc(Nc2nnc(SCc3ccccc3)s2)cc1	-1%	1%	-2%	-14%	7%	4%	7%	-12	-3%
O=C(CCn1c(=O)oc2ccccc21)Nc1nccs1	-1%	34%	-11%	-11%	3%	5%	-2%	1	-3%
FC(F)(F)c1ccccc1-c1ccc2ncnc(NCc3cccs3)c2c1	-4%	.	.	-6%[60.1 µM]	.	.	-12%	.	-5%
C=C(C)C(O)/C=C/c1ccc(Br)cc1 (stereo unspecified)	1%	.	?	.	.	.	-4%	.	0%
CCN1CCN(C(=O)/C=C/c2ccc(OC)c(OC)c2)CC1	-5%	16%	7%	-1%	-3%	92%[activator]	0%	-4	45%[activator]
COC(=O)Cc1c(C)c2ccc(OC3CCCCC3=O)c(C)c2oc1=O (stereo unspecified)	-2%	30%	3%	-9%	-1%	149%[activator]	-2%	-4	-5%
COc1cccc(-c2nc(SCC(=O)NCc3ccccc3)c3c(=O)n(C)c(=O)n(C)c3n2)c1	.	?	53%[activator]	-9%[60.1 µM]	.	-6%	-1%	2	.
O=C(O)[C@H](Cc1ccccc1)NC(=O)N1CCN(c2ccc(F)cc2)CC1	-5%	?	-4%	3%	-5%	-9%	1%	3	-1%
CCCCOc1ccc(NC2=NC3(CCCC3)N=C(N)N2)cc1	-6%	1%	-7%	-3%	-13%	30%	2%	-4	-2%
CCOC(=O)N1CCN(c2nc3ccccc3n3cnnc23)CC1	2%	26%	-8%	0%	-1%	20%	-2%	-1	-4%
Cc1noc2ncnc(N3CCN(c4cccc(Cl)c4)CC3)c12	-2%	-2%	-18%	-10%	-27%	-17%	-6%	-12	-4%
O=C(CSc1n[nH]c(-c2ccco2)n1)Nc1ccc(Br)cc1	-4%	4%	-17%	-9%	-13%	33%[activator]	-4%	2	21%
CCOC(=O)/C(=N\Nc1ccccc1)P(=O)(c1ccccc1)c1ccccc1	-4%	0%	-6%	-8%	0%	36%[activator]	0%	-13	0%
O=C(c1ccncc1)N1N=C(c2ccc(Cl)cc2)CC1c1ccccc1O (stereo unspecified)	9%	-6%	6%	-3%	-5%	22%	-5%	-6	25%
COc1cc(/C=C/C(=O)c2ccc(F)cc2)cc(OC)c1OC	?	-1%	-12%	-9%	-20%	102%[activator]	-13%	3	6%
